Compound activity: PubChem, Sanford-Burnham Center for Chemical Genomics
Jurkat NFkB inh: inhibitors of induced NF-kB luciferase reporter, primary screen, TCR NF-kB activation inhibitor project, cell-based, luminescence, uHTS; inhibition, % at 4 µM; actives 0.53% (n = 330,000); AID 435003, 2010; Jurkat, PMA/ionomycin-induced NF-kB luciferase reporter
SENP7 inh: SENP7 protease inhibitors, primary screen, biochemical, luminescence, uHTS; Sentrin-specific protease 7 (Homo sapiens), Q9BQF6; recombinant SENP7, Z-RLRGG-aminoluciferin luminescence, 40 min; inhibition, % at 5 µM; actives 1.5% (n = 330,000); AID 434973, 2010;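 active means inhibition above about 50% at the single test dose, limit read from the data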;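 further: plate controls were DMSO with enzyme for no effect and no enzyme buffer wells for full effect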
Target sequence (Q9BQF6 706-1050 limits assumed): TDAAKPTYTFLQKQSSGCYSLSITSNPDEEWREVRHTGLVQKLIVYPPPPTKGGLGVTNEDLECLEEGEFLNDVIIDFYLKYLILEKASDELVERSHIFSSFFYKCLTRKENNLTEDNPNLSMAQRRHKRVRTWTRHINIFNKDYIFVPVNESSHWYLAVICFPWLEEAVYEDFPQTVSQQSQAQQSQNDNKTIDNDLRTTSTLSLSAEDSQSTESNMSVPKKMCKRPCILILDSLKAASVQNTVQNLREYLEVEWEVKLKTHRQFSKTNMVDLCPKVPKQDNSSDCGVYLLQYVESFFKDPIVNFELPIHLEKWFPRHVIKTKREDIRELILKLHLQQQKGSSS
697 NFkB inh: inhibitors of PMA/ionomycin-induced NF-kB reporter, 697 cells, primary screen, B-cell NF-kB inhibitor project, cell-based, luminescence, uHTS | inhibition, % at 4 µM | AID 435022, 2010 | 697 B-cell NF-kB luciferase reporter, 16 h | actives 0.33% (n = 330,000); in the data active means inhibition above about 35%
HKDC1 inhibitor: HKDC1 hexokinase inhibitors, primary screen, biochemical, fluorescence, uHTS; Q2TB90; actives 0.16% (n = 340,000); inhibition, % at 20 µM; recombinant HKDC1, G6PDH/diaphorase resazurin coupled fluorescence;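 active means inhibition above about 35% when tested at 20 µM, limit read from the data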;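 further: plate controls were DMSO wells with enzyme for no effect and DMSO wells lacking enzyme for full effect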
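Test system: HK5 enzyme. Quantity: 5 µg/mL HK5 final. Reagent: glucose and ATP substrates. Schedule: 90 min reaction incubation at room temperature, dark. Technique: resazurin-to-resorufin fluorescence via G6PDH and diaphorase coupling, 525/613 nm. Control set: DMSO wells with and without enzyme mix.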
SENP8 block: SENP8 protease inhibitors, primary screen, biochemical, luminescence; inhibition, % at 10 µM; Sentrin-specific protease 8 (Homo sapiens), Q96LD8; AID 2540, 2010; actives 1.2% (n = 330,000); purified SENP8, Z-RLRGG-aminoluciferin cleavage
Target sequence (Q96LD8 whole entry, looked up): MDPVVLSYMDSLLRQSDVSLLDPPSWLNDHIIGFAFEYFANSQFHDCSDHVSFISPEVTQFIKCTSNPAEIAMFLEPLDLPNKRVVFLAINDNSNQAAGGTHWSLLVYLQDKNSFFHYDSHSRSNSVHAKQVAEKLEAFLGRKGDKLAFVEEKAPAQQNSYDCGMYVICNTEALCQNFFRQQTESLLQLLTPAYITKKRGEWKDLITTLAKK
UBC13 inh: UBC13 polyubiquitin chain formation inhibitors, primary screen, biochemical, TR-FRET, uHTS; inhibition, % at 20 µM; actives 0.47% (n = 330,000); AID 485273, 2010; in the data active means inhibition above about 45%, passing the limit was not always enough
Target sequence (P61088 whole entry, looked up): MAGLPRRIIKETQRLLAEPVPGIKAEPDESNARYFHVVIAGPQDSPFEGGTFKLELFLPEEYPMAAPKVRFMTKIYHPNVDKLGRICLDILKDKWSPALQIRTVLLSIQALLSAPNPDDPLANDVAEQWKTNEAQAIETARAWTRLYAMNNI
Gli-Sufu block: Gli-Sufu pathway antagonists, primary screen, luciferase luminescence, Sufu-KO-LIGHT cells, uHTS; Sufu-KO-LIGHT fibroblasts, Gli luciferase reporter luminescence; actives 0.74% (n = 340,000); inhibition, % at 5 µM;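 active means inhibition above about 55%, limit read from the data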;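 further: 0% = DMSO-treated cells and 100% = wells with medium but no cells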
Apaf1 inhib: inhibitors of human Apaf-1 apoptosome, primary screen, biochemical, DEVD-Rh110 fluorescence, uHTS. actives 0.71% (n = 330,000). inhibition, % at 20 µM. AID 489030, 2010. reconstituted apoptosome caspase-3 activity; active means inhibition of at least 40% at 20 µM;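 further: plate controls were DMSO wells for no effect and DEVD-CHO caspase inhibitor wells for full effect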
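detection = Rh110 fluorescence intensity | test system = biochemical Apaf-1 apoptosome reconstitution | also added = cytochrome c and DEVD-Rh110 substrate | schedule = 30 min plus 50 min, RT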
Active calls of the source: *; / = not tested or not shown; & = joins results of further samples. Unless noted, no stated cut-off is given here; in the data, active means inhibition above about 50%; inactive means the rest.

SMILES	Jurkat NFkB inh	SENP7 inh	697 NFkB inh	HKDC1 inhibitor	SENP8 block	UBC13 inh	Gli-Sufu block	Apaf1 inhib
CC(=O)OCc1c(C(F)(F)F)nn(C)c1SCc1ccc(Cl)cc1	-41	-6	-23	0	5	4	-4	19
CCOC(=O)Cn1c2c(c(=N)c3c1CCC3)CCC2	-9	-7	-48	3	-7	-14	-4	3
O=C(Cc1cccs1)N1CCCC(c2nc(-c3ccc(S(=O)(=O)N4CCCC4)cc3)no2)C1 (stereo not given)	10	11	8	4	1	7	-2	6
CC(=O)NS(=O)(=O)c1ccc(NC(=O)/C=C/c2cn(-c3ccccc3)nc2-c2ccccc2)cc1	7	0	-16	7	-1	-19	1	15
COc1ccc(C(=O)NCc2ccc(Cl)cc2)cc1S(=O)(=O)N1CCCC1	-15	-12	12	-5	-17	3	-4	22
C[C@]12CCC3C(CC[C@H]4CCCC[C@]34C)C1CC[C@@]2(O)CNCCO (stereo not given in full)	56*	1	7	-2	-5	64*	10	28
O=S(=O)(Cc1ccccc1)N=Nc1c(O)[nH]c2ccc(Br)cc12	6	-3	5	1	0	-1	5	-9
O=C(NC(=S)Nc1ccc(NC(=O)c2cccs2)cc1)c1ccco1	-6	-1	-16	-6	-7	-7	-33	6
NS(=O)(=O)c1cccc(NC(=O)Cc2ccc(Cl)c(Cl)c2)c1	2	-4	0	-1	-7	-12	-2	1
Cc1ccc(NC(=O)CN(C)Cc2cccs2)cc1Cl	1	6	3	-2	6	7	-13	12
c1ccc2nc(N3CCN(Cc4ccc5c(c4)OCO5)CC3)cnc2c1	2	-5	21	-10	3	2	7	8
COc1ccc2c(c1)CCCC21NC(=O)NC1=O (stereo not given)	5	-4	5	-4	6	4	-1	2
NC(=O)c1c(/N=C/c2cccnc2)sc2c1CCCC2	-17	-7	-34	5	-14	10	-14	10
COc1cccc(NC(=O)CN(C)C(=O)c2ccc(-c3ccc(Cl)cc3)o2)c1	-18	2	-14	1	-8	1	-5	22
COC(F)(C(=O)Nc1ccc2c(c1)C(=O)NC2=O)C(F)(F)F (stereo not given)	4	-2	4	-6	1	3	6	-4
Cc1cccc2cc(C#N)c(NCCCNS(=O)(=O)c3ccc(Cl)cc3)nc12	7	-5	16	-6	-8	-4	7	18
CC(=O)c1ccc(NC(=O)C(C)Sc2nnc3ccccn23)cc1 (stereo not given)	-3	-6	10	-3	-15	-1	2	3
CN(C)S(=O)(=O)c1ccc(SCC(=O)Nc2ccc3c(c2)OCCO3)nc1	-11	1	1	-1	-8	6	-2	2
Cn1c(=O)c2sccc2n2c(CCCC(=O)Nc3ccccc3)nnc12	6	3	9	-5	5	2	8	-1
CCCCn1c(N)c(N(CCOC)C(=O)CN(C)S(=O)(=O)c2ccc(F)cc2)c(=O)[nH]c1=O	10	1	18	-6	-1	-4	-9	22
O=C(CSCc1c(F)cccc1Cl)NCc1cccnc1	-1	8	-34	-5	-3	8	0	-9
CCCNS(=O)(=O)c1ccc(OC)c(Cl)c1Cl	3	-4	-5	-5	-9	9	-2	-5
O=C(Nc1cccc(S(=O)(=O)NC2=NCCC2)c1)C1CCCCC1	-6	-10	16	4	-7	20	3	-16
Cc1c(Br)cnn1C(C)C(=O)N1CCN(c2ccccc2F)CC1 (stereo not given)	0	-4	-2	0	-1	-1	-11	3

18 entries already listed, ordered by formula weight, high to low.
SMILES	Jurkat NFkB inh	SENP7 inh	697 NFkB inh	HKDC1 inhibitor	SENP8 block	UBC13 inh	Gli-Sufu block	Apaf1 inhib
CC(=O)NS(=O)(=O)c1ccc(NC(=O)/C=C/c2cn(-c3ccccc3)nc2-c2ccccc2)cc1	7	0	-16	7	-1	-19	1	15
CCCCn1c(N)c(N(CCOC)C(=O)CN(C)S(=O)(=O)c2ccc(F)cc2)c(=O)[nH]c1=O	10	1	18	-6	-1	-4	-9	22
Cc1cccc2cc(C#N)c(NCCCNS(=O)(=O)c3ccc(Cl)cc3)nc12	7	-5	16	-6	-8	-4	7	18
COc1ccc(C(=O)NCc2ccc(Cl)cc2)cc1S(=O)(=O)N1CCCC1	-15	-12	12	-5	-17	3	-4	22
COc1cccc(NC(=O)CN(C)C(=O)c2ccc(-c3ccc(Cl)cc3)o2)c1	-18	2	-14	1	-8	1	-5	22
O=S(=O)(Cc1ccccc1)N=Nc1c(O)[nH]c2ccc(Br)cc12	6	-3	5	1	0	-1	5	-9
Cn1c(=O)c2sccc2n2c(CCCC(=O)Nc3ccccc3)nnc12	6	3	9	-5	5	2	8	-1
NS(=O)(=O)c1cccc(NC(=O)Cc2ccc(Cl)c(Cl)c2)c1	2	-4	0	-1	-7	-12	-2	1
C[C@]12CCC3C(CC[C@H]4CCCC[C@]34C)C1CC[C@@]2(O)CNCCO (stereo not given in full)	56*	1	7	-2	-5	64*	10	28
O=C(Nc1cccc(S(=O)(=O)NC2=NCCC2)c1)C1CCCCC1	-6	-10	16	4	-7	20	3	-16
c1ccc2nc(N3CCN(Cc4ccc5c(c4)OCO5)CC3)cnc2c1	2	-5	21	-10	3	2	7	8
CC(=O)c1ccc(NC(=O)C(C)Sc2nnc3ccccn23)cc1 (stereo not given)	-3	-6	10	-3	-15	-1	2	3
O=C(CSCc1c(F)cccc1Cl)NCc1cccnc1	-1	8	-34	-5	-3	8	0	-9
COC(F)(C(=O)Nc1ccc2c(c1)C(=O)NC2=O)C(F)(F)F (stereo not given)	4	-2	4	-6	1	3	6	-4
Cc1ccc(NC(=O)CN(C)Cc2cccs2)cc1Cl	1	6	3	-2	6	7	-13	12
CCCNS(=O)(=O)c1ccc(OC)c(Cl)c1Cl	3	-4	-5	-5	-9	9	-2	-5
NC(=O)c1c(/N=C/c2cccnc2)sc2c1CCCC2	-17	-7	-34	5	-14	10	-14	10
COc1ccc2c(c1)CCCC21NC(=O)NC1=O (stereo not given)	5	-4	5	-4	6	4	-1	2

Remaining list, next part.
SMILES	Jurkat NFkB inh	SENP7 inh	697 NFkB inh	HKDC1 inhibitor	SENP8 block	UBC13 inh	Gli-Sufu block	Apaf1 inhib
O=C(O)C1C2C=CC(C3CC23)C1C(=O)N1CCc2ccccc21 (stereo not given)	1	-3	5	-2	-11	-2	-1	-10
CS(=O)(=O)N(CC(=O)Nc1cccc([N+](=O)[O-])c1)c1cccc(F)c1	-1	2	1	-8	-4	13	12	-1
Cc1c(NC(=O)CSc2ccc(Cl)cc2)c(=O)n(-c2ccccc2)n1C	10	1	5	-14	-4	-4	-3	1
O=C(O)c1ccccc1NS(=O)(=O)c1cccc(-n2sc3ccccc3c2=O)c1	7	6	-2	15	5	8	24	27
O=C(c1ccc2ccccc2n1)N1CCN(c2ccccc2)CC1	-10	-12	-25	0	8	-15	-6	8
COc1ccc(S(=O)(=O)N2CCCN(S(=O)(=O)c3ccc(OC)cc3C)CC2)c(C)c1	13	-15	-23	-4	-5	-6	4	-7
CCN(C(=O)COC(=O)CNC(=O)C1CCCCC1)c1ccccc1	6	1	0	0	-3	9	-3	-9
Fc1ccc(CN2CCN(c3ncccn3)CC2)cc1	-17	-8	2	0	-9	-8	1	-2
C#CCN1C(=O)C(O)(CC(=O)c2cccc(OC)c2)c2ccccc21 (stereo not given)	-17	-7	15	0	-2	7	-3	4
CCOC(=O)c1cc(NC(=O)c2cccs2)ccc1N1CCOCC1	-18	-2	4	-3	-10	-8	4	0
CC1(C)CC(=O)C(=CN2CCOCC2)C(=O)C1	1	-3	10	-8	5	5	0	-8
CC1CCN(CCc2nc3cc(NC(=O)C(C)C)ccc3n2C)CC1	-15	2	5	-2	-1	2	6	-7

Limited to Apaf1 inhib, HKDC1 inhibitor and Jurkat NFkB inh, for 2 of the compounds above:
molecule,Apaf1 inhib,HKDC1 inhibitor,Jurkat NFkB inh
CCN(C(=O)COC(=O)CNC(=O)C1CCCCC1)c1ccccc1,-9,0,6
Fc1ccc(CN2CCN(c3ncccn3)CC2)cc1,-2,0,-17

Continued.
SMILES	Jurkat NFkB inh	SENP7 inh	697 NFkB inh	HKDC1 inhibitor	SENP8 block	UBC13 inh	Gli-Sufu block	Apaf1 inhib
CN(C)Cc1nc2ccccc2c(=O)n1CC(=O)Nc1cccc(S(=O)(=O)N2CCOCC2)c1	-1	2	12	-3	-6	4	-8	0
c1ccc(-c2cn3c4c(sc3n2)CCCC4)cc1	-8	-6	-336	-2&-7	96*	-5	-95&-14	13
COc1ccc(NC(=O)Nc2cccc3c2O[C@H](CN(C)C(=O)Nc2ccc(C(F)(F)F)cc2)[C@@H](C)CN([C@H](C)CO)C3=O)cc1	-13	9	-16	4	0	19	0	17
CC(C)(C)OC(=O)CNC(=O)c1[nH]cnc1C(=O)NC1CCNCC1	12	1	10	-4	-5	13	10	-1
CCN(CC)S(=O)(=O)c1ccc2oc(Nc3ccc(OC)cc3)nc2c1	-30	-3	-26	2	-19	4	22	9
CCOC(=O)N1CCN(S(=O)(=O)CCNC(=O)c2ccc(F)cc2)CC1	-5	-3	-12	-11	-4	-2	1	3
FC(F)(F)c1nnc(-c2ccccc2)nc1N1CCCC1	-4	-3	5	-3	-5	12	-13	-1
CCn1c(=S)[nH]c2sc3c(c2c1=O)CCCCC3	-5	-8	-17	1	-14	26	-12	9
CCOC(=O)C1CCN(C(=O)Nc2cccc(Cl)c2)CC1	10	3	5	-5	-1	2	1	-1
O=C1C2N=NN(CC(=O)N3N=C(c4ccccc4)CC3c3ccc([N+](=O)[O-])cc3)C2C(=O)N1c1ccccc1 (stereo not given)	-11	-2	8	/	1	-11	/	13
CCN(Cc1ccccc1)Cc1ccc(OCc2ccccc2)c(OC)c1	-2	-1	-3	0	1	7	/	6
CCn1ncc(Br)c1C(=O)Nc1ccc(OC(F)(F)F)cc1	10	7	0	-1	0	0	-3	4
COCCn1c(Cc2ccccc2)nnc1SCC(=O)NC1CCCCC1	-7	-8	-4	-1	-8	-6	14	11
CN1CCc2c(sc3c2c(=O)n(-c2ccccc2)c2nnc(SCc4ccccc4)n32)C1	-1	7	1	8	-2	9	8	14
COCCNC(=O)Cn1cc(/C=C(\C#N)C(=O)NC2CC2)c2ccccc21	5	3	10	1	6	-1	11	11
O=C(C1CCCN(S(=O)(=O)c2ccccc2)C1)N1CCN(c2ncccn2)CC1 (stereo not given)	9	4	0	5	-2	10	8	-3
COc1cccc(N(CC(=O)Nc2ccccc2C(=O)N2CCCC2)S(C)(=O)=O)c1	22	4	7	-6	6	5	11	-9
CC(=O)Nc1ccc(C(=O)n2cnc3cc(C)c(C)cc32)cc1	-7	4	11	6	-14	-1	2	-1
COc1ccc(Nc2n[nH]c(C)c2[N+](=O)[O-])cc1	-24	-1	-14	-2	-3	-9	-46	-12
Cc1cc(=O)[nH]c(N=N/C(=N/Nc2ccccc2C)c2ccccc2)n1	23	3	-33	-4	3	-96	-35	-2
CC1(C)CC(=O)N(c2ccc(Cl)c(Cl)c2)C(=O)C1	-4	4	12	-2	0	-2	13	-2
O=C(CCc1ccccc1)Nc1ccccc1[N+](=O)[O-]	-31	-3	-19	-8	-9	8	-37	-5
Cc1ccsc1/C=N/NC(=O)Cn1cnc2ccccc21	1	7	-2	-7	-1	1	4	3
